# APP 5UTR inh = APP translation inhibition | SH-SY5Y APP 5'UTR-luciferase reporter, luminescence | hit rate 0.82% among 190,000 | inhibition, % at 2 µM;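 active means inhibition above a set limit, derived from the sample mean plus 3 SD, cut at about 45% in these data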; further: values of inactives mirror those of a sister screen read the other way
# STAT3 inh = inhibitors of IL-6 induced STAT3 signaling | U3A cells, IL-6 STAT3-luciferase reporter, luminescence; host cell line lacks STAT1 | inhibition, % at 5.5 µM | hit rate 0.89% among 190,000 | AID 862;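 active means inhibition above the mean inhibition across all screened compounds plus 3 SD, cut at about 44% in these data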;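 further: 0% = DMSO only wells and 100% = 100 µM nifuroxazide control wells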
# STAT1 act = STAT1 signaling activation. hit rate 2.6% among 200,000. NIH 3T3 STAT1-luciferase reporter, IFN-gamma, luminescence; 100% = IFN-gamma alone, no compound. activation (% of control), % at 5.5 µM;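 active means activation above the screen-wide mean activation plus 3 SD, cut at about 130% in these data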;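 further: raw ratio to IFN-gamma control signal so 100% means no change and 0% no light; values of inactives mirror those of a sister screen read the other way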
# APP 5'UTR act = APP 5'UTR luciferase reporter activation; hit rate 1% among 190,000; SH-SY5Y APP 5'UTR luciferase reporter, luminescence; zero percent = DMSO vehicle wells; activation, % at 2 µM;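 active means activation above a set limit, based on mean plus 3 SD of controls, cut at about 140% in these data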; further: values of inactives mirror those of a sister screen read the other way
# FLuc inhib CS = Photinus pyralis luciferase inhibition counter-screen | hit rate 1.5% among 200,000 | ATPLite firefly luciferase biochemical luminescence, 10 min | inhibition, % at 10 µM;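 active means inhibition above about 50% when tested at 10 µM, limit read from the data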
# Target sequence (P08659 whole entry, looked up): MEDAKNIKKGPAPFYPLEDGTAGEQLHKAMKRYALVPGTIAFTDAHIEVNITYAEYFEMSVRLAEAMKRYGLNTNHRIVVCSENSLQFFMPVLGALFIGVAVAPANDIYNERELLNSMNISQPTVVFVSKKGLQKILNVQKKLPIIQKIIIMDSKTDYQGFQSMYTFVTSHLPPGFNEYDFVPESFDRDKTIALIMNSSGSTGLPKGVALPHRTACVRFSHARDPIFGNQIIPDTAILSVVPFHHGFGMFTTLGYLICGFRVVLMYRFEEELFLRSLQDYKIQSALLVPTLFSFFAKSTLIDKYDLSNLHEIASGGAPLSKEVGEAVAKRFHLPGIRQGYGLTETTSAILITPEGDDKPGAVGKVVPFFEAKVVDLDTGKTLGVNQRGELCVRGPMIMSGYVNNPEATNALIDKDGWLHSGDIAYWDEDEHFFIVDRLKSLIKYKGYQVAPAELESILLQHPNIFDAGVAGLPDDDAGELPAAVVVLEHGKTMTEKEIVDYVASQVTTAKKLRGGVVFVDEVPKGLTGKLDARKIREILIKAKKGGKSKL
# NF-kB neuron act = raises NF-kB expression in human neuronal cells; NF-kB reporter expression; active compounds read high; fold change at 12.5 µM; hit rate 1.6% among 190,000; in the data active means fold change above about 3.3
# FLuc act counter = firefly luciferase counter-screen for stimulation assays. 200,000 tested, under 10 active. activation factor at 10 µM. ATPlite luciferase biochemical, luminescence, 10 min; 0 = ATP-free wells, 1 = DMSO control;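 active means luciferase activation factor, scaled between plate controls, of at least 2 with compound at 10 µM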
#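 assay system = Luciferase/luciferin detection reagent, cell-free biochemical luciferase assay | also added = ATP substrate | times = 10 min post-reagent at room temperature | measured by = luminescence from luciferase reaction | measure = luciferase activation, seen as luminescence increase over controls | benchmarks = low control with PBS replacing ATP, high control enzyme plus ATP without compound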
# STAT1 blocker = inhibitors of IFN-gamma induced STAT1 signaling. NIH 3T3 STAT1-luciferase reporter, luminescence. inhibition, % at 5.5 µM. hit rate 0.35% among 200,000;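 active means inhibition above a set limit, the mean inhibition across all tested compounds plus 3 SD, cut at about 34% in these data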;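 further: 0% = IFN-gamma with DMSO and 100% = IFN-gamma with 300 µM nifuroxazide; values of inactives mirror those of a sister screen read the other way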
# STAT3 act = increases IL-6 driven STAT3 reporter signal; activation (% of control), % at 5.6 µM; hit rate 0.91% among 190,000; U3A cells, IL-6 STAT3-luciferase reporter, luminescence; 100% = signal with IL-6 EC80 alone;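 active means activation above the screen-wide mean of compound activation plus 3 SD, cut at about 130% in these data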;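 further: 0% = background luminescence of wells with medium and substrate only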
#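 Material: STAT3-luciferase reporter U3A cells. Controls: IL-6-treated wells, 100% activation. Read-out: % activation versus median of IL-6-stimulated wells. Probe or stimulus: IL-6 stimulus at 33 ng/mL final. Timing: compound 1 h, then IL-6 6 h at 37 °C. Signal: reporter luminescence signal.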
# ROMK mod = modulators of human ROMK potassium channel; AID 1918; hit rate 2% among 130,000; Tet-inducible ROMK, thallium flux fluorescence; actives lie on both sides; B-score at 10 µM; P48048;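 active means signal ratio slope over the read window, or its plate-corrected B-score, at least 3 SD from the plate mean, either direction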;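 further: B-score of the F/F0 ratio slope over 7 to 12 s after thallium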
# Target sequence (P48048 whole entry, looked up): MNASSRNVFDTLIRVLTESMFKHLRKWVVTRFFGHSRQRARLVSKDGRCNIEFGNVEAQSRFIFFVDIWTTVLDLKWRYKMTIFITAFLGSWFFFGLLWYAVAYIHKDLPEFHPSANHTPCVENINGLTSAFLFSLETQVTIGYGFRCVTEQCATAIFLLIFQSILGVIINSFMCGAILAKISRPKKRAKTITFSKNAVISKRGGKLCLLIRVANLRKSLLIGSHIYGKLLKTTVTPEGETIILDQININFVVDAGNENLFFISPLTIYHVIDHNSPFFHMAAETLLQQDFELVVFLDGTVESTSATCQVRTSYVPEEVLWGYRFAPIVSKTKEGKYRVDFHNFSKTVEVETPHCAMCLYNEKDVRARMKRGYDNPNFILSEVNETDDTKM
# Active calls of the source: *; / = not tested or not shown.
# Fields – NF-kB neuron act, APP 5'UTR act, FLuc act counter, ROMK mod, STAT1 act, STAT3 inh, FLuc inhib CS, APP 5UTR inh, STAT1 blocker, STAT3 act
CCOC(=O)NN1C(=O)c2ccccc2NC1c1ccccc1O (configuration not stated)
  0.95, 2, 1.1, 0.6, 110, -2, -6, -2, -11, 100
Cc1cc(N2CCN(C)CC2)nc2ccc(NC(=S)NCCN3CCc4ccccc4C3)cc12
  0.88, 20, 1.1, -0.77, 99, -6, -8, -20, 1, 104
CCc1ccccc1NC(=S)NCc1ccc2c(c1)OCO2
  0.83, 0, 1.1, /, 112, -4, -6, 0, -13, 109
Cc1cccc(NC(=O)COc2ccccc2C)n1
  1.8, 38, 0.8, -0.016, 123, 12, 19, -38, -25, 93
CNS(=O)(=O)c1ccc(C)cc1
  1.2, -6, 1, -0.37, 95, -3, -1, 6, 6, 100
COc1cc(OC)cc(C(=O)Nc2ccc(-n3cnnn3)c(C)c2)c1
  1.4, 12, 1, /, 101, 24, 4, -12, -1, 83
Cc1nn(Cc2c(Cl)cccc2Cl)c(Cl)c1/C=N/NC(=O)c1cccnc1
  1.2, 11, 0.8, 0.79, 110, 9, 18, -11, -11, 95
CCOc1cc(CNCc2ccccn2)cc(Cl)c1OCC
  1.2, 0, 1.1, -0.53, 98, 0, -11, 0, 3, 102
COC(=O)c1ccc(CSc2nnc(N)s2)cc1
  2.4, 69, 1, -0.021, 115, 3, 4, -36, -18, 103
COc1ccc2[nH]c(=O)c(CN(Cc3ccc(C)cc3)Cc3nnnn3CC3CCCO3)cc2c1 (configuration not stated)
  1.7, -3, 1, /, 103, -2, 1, 3, -3, 104
CCCCNC(=S)N/N=C/c1ccccc1F
  1.1, -9, 1, 0.72, 102, -10, -3, 9, -2, 107
O=C(NCCN1CCOCC1)c1ccc(CS(=O)(=O)c2c(Cl)cccc2Cl)o1
  1, 2, 1, /, 99, 11, -2, -2, 1, 98
CCOC(=O)C1(C(F)(F)F)N=C(C(F)(F)F)Nc2ccc(F)cc21 (configuration not stated)
  1.1, -11, 1, -0.75, 97, 5, -5, 11, 3, 98
CCOC(=O)C(C)Sc1nnc(CNC(=O)c2ccc(OC)cc2)n1C1CCCCC1 (configuration not stated)
  1, -2, 1.1, -0.16, 95, -6, -8, 2, 5, 108
CCCCn1c(-c2cccnc2)n[nH]c1=S
  1.3, 6, 0.9, /, 98, 16, 6, -6, 2, 90
O=C(NC(=S)NCc1ccc(F)cc1)c1ccccc1
  1.2, 6, 1, -1.4, 93, 19, -2, -6, 7, 90
Cc1onc(-c2ccccc2)c1C(=O)n1nnc2ccccc21
  1, 19, 1, 0.49, 95, 9, -1, -19, 6, 95
Cc1ccc(-n2[nH]c(C)c(C=Nc3ccc(S(=O)(=O)Nc4nccs4)cc3)c2=O)cc1C
  1.1, -5, 0.5, /, 104, -12, 47, 5, -4, 106
CC(C)(C)OC(=O)NCCCCCNC(=O)c1[nH]cnc1C(=O)N[C@@H](Cc1ccccc1)C(=O)OCc1ccccc1
  1.1, -4, 1.1, /, 106, /, -7, 4, -5, /
Cc1cccc(C)c1OCC(=O)OC/C(O)=C(\C#N)c1nc2ccccc2[nH]1
  2.1, 16, 1.1, /, 97, 6, -7, -16, 4, 100
O=S(=O)(c1ccc(Br)c2nsnc12)N1CCOCC1
  1.2, -8, 1.1, -0.27, 93, 3, -6, 8, 8, 105
O=C(NC1CC1)c1scc2c1OCCO2
  1.1, 8, 1.1, -0.17, 97, 8, -7, -8, 3, 97
Cc1ccc(-c2nc(NCC3CCCO3)sc2C)cc1 (configuration not stated)
  1.8, 10, 1.1, -2.3, 114, -10, -5, -10, -13, 113
COc1ccccc1CNc1n[nH]c(NCc2ccccc2OC)n1
  0.94, -6, 1.1, -0.027, 91, 6, -5, 6, 10, 99
COC(=O)c1nc(N)sc1-c1ccc(Cl)cc1
  1.3, 16, 1.1, 0.4, 81, 16, -5, -16, 20, 90
O=C(CC1C(=O)NCCN1CC1CCCCC1)NC1(c2ccccc2)CC1 (configuration not stated)
  0.98, 11, 1, -0.14, 92, 15, 0, -12, 7, 90
CC(C)(C)C1c2[nH]c3ccccc3c2CCN1Cc1cccc(OCCO)c1 (configuration not stated)
  0.67, 14, 1.1, 0.62, 96, -27, -9, -14, 3, 128
COc1ccc(C(CCN(Cc2ccc(OC)c(OC)c2)C(=O)CCl)c2ccccc2)cc1 (configuration not stated)
  0.14, 2, 1.1, 0.016, 96, -1, -9, -2, 4, 99
CCC(=O)c1c(NC(C)C)cc(C)oc1=O
  1.1, 10, 1, 0.0016, 88, 3, 2, -10, 10, 101
Cc1cc(C)n2nc(C(=O)N3CCN(c4ccc([N+](=O)[O-])cc4)CC3)nc2n1
  0.94, -26, 1, -1.7, 92, 6, -3, 26, 7, 99
CCn1c(SCC(=O)c2ccc(O)c(O)c2)nnc1-c1ccccc1OC
  0.8, 1, 1, 0.0024, 93, 3, 0, -1, 8, 105
CC(C)Oc1ccc(C(=O)Nc2ccc(N(C)C)cc2)cc1
  2.5, 49, 0.5, /, 109, 54*, 50, -49, -10, 61
COc1ccc(C2C(C(=O)N3CCN(c4ccccc4)CC3)c3ccccc3C(=O)N2C)cc1OC (configuration not stated)
  0.81, -3, 1, 0.87, 100, -4, 0, 3, 0, 107
O=C(CCO)c1ccc(O)cc1
  0.93, 5, 1.1, /, 103, /, -6, -5, -4, /
O=C(CCn1ccc2ccccc21)Nc1ccc(N2CCOCC2)cc1
  1.1, 0, 1, /, 101, -3, -2, 0, -1, 106
CCCC(C)NC(=O)COc1ccc(S(=O)(=O)N2CCCC2)cc1 (configuration not stated)
  1.1, -7, 1, 1.1, 86, 3, -3, 7, 16, 99
O=c1c2c(nc3c(-c4ccccc4)c[nH]n13)CCC2
  1.2, 7, 1, /, 102, 5, -4, -8, -2, 96
O=c1c2cnn(-c3ccccc3)c2ncn1Cc1ccccc1F
  1.1, 14, 1, /, 101, 21, -5, -14, -1, 87
CC(=O)c1ccc2cccc3c2c1N=CN3C
  0.92, -1, 1.1, /, 96, 19, -5, 1, 5, 93
Cc1c(NC(=O)/C(C#N)=C/c2ccccc2)c(=O)n(-c2ccccc2)n1C
  0.99, 7, 1, -2.9*, 105, -1, 4, -7, -8, 104
Cc1ccc(C)n1-c1ccc(C(=O)O)cc1
  1.5, -8, 1, 0.68, 88, -8, 0, 8, 13, 104
C=C(Br)Cn1c(CC)nc2ccccc21
  1, 7, 1.1, /, 92, -4, -8, -7, 9, 105
CCNC(=O)COc1ncnc2scc(-c3ccc(F)cc3)c12
  1.2, -5, 1, 0.057, 99, 9, -2, 5, -1, 101
COc1cc2nc(=S)n3[nH]c(COc4ccccc4C)nc3c2cc1OC
  0.88, 2, 1.1, /, 95, -14, -6, -2, 5, 108
CC(C)CN1C(=O)c2ccc(C(=O)Nc3nccs3)cc2C1=O
  1.5, 6, 0.8, /, 113, -12, 21, -6, -14, 113
CCC(C)N1C(=O)S/C(=C/c2ccc(Sc3nc4ccccc4[nH]3)o2)C1=O (configuration not stated)
  0.7, 21, 1.1, /, 97, 6, -6, -21, 3, 100
CCOC(=O)CN1C(=O)S/C(=C/c2ccc3c(c2)n(C)c(=O)n3C)C1=O
  2, 11, 1, /, 106, 6, -3, -11, -7, 97
Cc1ccc(-c2nc(CSCC(=O)N3CCOCC3)c(C)o2)cc1
  1.1, -9, 1, 0.018, 105, 9, 1, 9, -5, 94
CCOc1ccccc1NC(=O)c1ccccc1-c1nc(-c2ccccc2OC)no1
  0.55, 11, 0.8, /, 97, -1, 19, -11, 3, 103
CCCc1nc2oc3c(NCCN(C)C)ncnc3c2c2c1CCCC2
  1.6, 10, 1.1, /, 111, -8, -9, -10, -12, 109
O=C(CSc1nnc(C2CC2)n1Cc1ccccc1)c1ccc(S(=O)(=O)N2CCOCC2)cc1
  1.3, -12, 1.1, /, 99, 6, -6, 12, 1, 98
CCc1ccc(NC(=O)N(CCN2CCOCC2)Cc2ccc3c(c2)CCCN3CC)cc1
  0.89, 18, 1.1, -1.6, 100, -10, -6, -18, 1, 108
CCOC(=O)c1ccc(NC(=O)CCC(=O)OC)cc1
  1.2, 3, 0.9, -0.19, 99, 12, 7, -3, 2, 92
CC(C)Nc1nnc(Sc2ccc(Cl)cc2[N+](=O)[O-])s1
  1.1, -5, 1, /, 101, -3, 2, 5, -1, 101
Cc1ccccc1Nc1nc(N)nc(CSc2nc3ccccc3c(=O)n2CCCO)n1
  0.66, -3, 1, /, 100, -7, -3, 3, 1, 109
O=C1c2cccc(OCC(=O)N3CCCc4ccccc43)c2CCN1Cc1ccc(F)cc1
  0.48, -6, 1.1, /, 99, 21, -6, 6, 1, 84
Cc1ccsc1/C=N/NC(=O)c1ccc([N+](=O)[O-])cc1
  1.5, 4, 0.6, 2.5, 118, 17, 38, -4, -20, 88
COc1cc(NC(=O)c2cccs2)ccc1NC(=O)c1ccco1
  1.7, 22, 1, /, 126, 23, 2, -22, -28, 83
COc1ccc(C2CC(c3ccccc3)=NN2S(=O)(=O)c2ccccc2)c(OC)c1 (configuration not stated)
  1.1, 8, 1.1, /, 97, 3, -6, -8, 3, 98
O=C(CCCn1c(=O)[nH]c2cc(Cl)ccc2c1=O)NC1CCCCCC1
  1.2, 10, 1, 1.9, 99, 5, -2, -10, 2, 100
CC(C)COc1ccc(C(=O)NC(CC(C)C)C(=O)O)cc1 (configuration not stated)
  1.2, -5, 1, 0.26, 111, 3, -2, 5, -12, 100
Cc1nc2c3ccccc3[nH]c(=O)n2n1
  1.3, 8, 1.1, /, 99, 3, -6, -8, 1, 101

# Limited to FLuc act counter, NF-kB neuron act and STAT3 act, for some of the entries so far:
Molecule	FLuc act counter	NF-kB neuron act	STAT3 act
CCC(C)N1C(=O)S/C(=C/c2ccc(Sc3nc4ccccc4[nH]3)o2)C1=O (configuration not stated)	1.1	0.7	100
CCOC(=O)CN1C(=O)S/C(=C/c2ccc3c(c2)n(C)c(=O)n3C)C1=O	1	2	97
Cc1ccc(-c2nc(CSCC(=O)N3CCOCC3)c(C)o2)cc1	1	1.1	94

# An excerpt taken from the entries so far, for reference:
# Fields – NF-kB neuron act, APP 5'UTR act, FLuc act counter, ROMK mod, STAT1 act, STAT3 inh, FLuc inhib CS, APP 5UTR inh, STAT1 blocker, STAT3 act
COc1ccc(C2CC(c3ccccc3)=NN2S(=O)(=O)c2ccccc2)c(OC)c1 (configuration not stated)
  1.1, 8, 1.1, /, 97, 3, -6, -8, 3, 98
O=C(CCCn1c(=O)[nH]c2cc(Cl)ccc2c1=O)NC1CCCCCC1
  1.2, 10, 1, 1.9, 99, 5, -2, -10, 2, 100
CC(C)COc1ccc(C(=O)NC(CC(C)C)C(=O)O)cc1 (configuration not stated)
  1.2, -5, 1, 0.26, 111, 3, -2, 5, -12, 100
Cc1nc2c3ccccc3[nH]c(=O)n2n1
  1.3, 8, 1.1, /, 99, 3, -6, -8, 1, 101

# Assay outcomes: PubChem, several laboratories
